Screening results from PubChem BioAssay.
TLR4 MyD88 comp – TLR4-MyD88 interaction inhibition in cells. O00206+Q99836. HeLa CL3-4 TLR4/MyD88 BLA complementation, FRET ratio. inhibition, % at 8.4 µM. 0.18% of 200,000 active. AID 861; in the data active means inhibition above about 25%;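 further: 0% = vehicle and 100% = reference inhibitor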
Target sequence (O00206 whole entry, looked up): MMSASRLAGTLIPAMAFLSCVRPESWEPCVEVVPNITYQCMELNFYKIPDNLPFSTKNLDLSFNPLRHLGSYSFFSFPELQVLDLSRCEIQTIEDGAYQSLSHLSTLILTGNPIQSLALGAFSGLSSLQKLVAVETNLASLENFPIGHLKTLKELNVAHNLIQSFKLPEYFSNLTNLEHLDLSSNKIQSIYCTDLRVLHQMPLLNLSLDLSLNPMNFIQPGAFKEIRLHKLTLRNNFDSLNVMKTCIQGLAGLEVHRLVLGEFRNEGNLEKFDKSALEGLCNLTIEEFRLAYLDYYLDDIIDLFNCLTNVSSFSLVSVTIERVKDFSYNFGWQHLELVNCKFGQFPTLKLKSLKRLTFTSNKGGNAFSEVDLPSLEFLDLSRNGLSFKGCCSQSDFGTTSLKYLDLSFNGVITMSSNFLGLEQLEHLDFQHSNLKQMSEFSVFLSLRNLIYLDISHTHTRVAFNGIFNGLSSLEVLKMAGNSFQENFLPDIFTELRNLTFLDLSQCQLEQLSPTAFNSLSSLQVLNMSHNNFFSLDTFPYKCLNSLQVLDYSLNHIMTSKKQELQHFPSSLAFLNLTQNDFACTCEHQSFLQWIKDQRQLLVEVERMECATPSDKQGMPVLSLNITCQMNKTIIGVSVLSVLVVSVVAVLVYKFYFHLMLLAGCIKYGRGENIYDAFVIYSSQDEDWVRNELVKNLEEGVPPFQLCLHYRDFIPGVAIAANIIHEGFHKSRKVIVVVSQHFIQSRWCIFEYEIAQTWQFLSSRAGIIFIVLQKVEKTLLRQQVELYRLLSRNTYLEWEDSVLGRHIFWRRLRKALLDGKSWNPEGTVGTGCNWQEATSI
Target sequence (Q99836 whole entry, looked up): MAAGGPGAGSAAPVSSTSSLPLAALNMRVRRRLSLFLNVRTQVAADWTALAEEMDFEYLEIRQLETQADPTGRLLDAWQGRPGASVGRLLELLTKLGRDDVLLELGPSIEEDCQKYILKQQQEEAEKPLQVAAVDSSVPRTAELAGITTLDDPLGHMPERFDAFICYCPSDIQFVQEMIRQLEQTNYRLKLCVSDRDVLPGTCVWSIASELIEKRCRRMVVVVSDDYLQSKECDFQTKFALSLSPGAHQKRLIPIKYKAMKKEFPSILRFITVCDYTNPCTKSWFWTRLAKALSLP
Efa HMGR inh – E. faecalis class II HMG-CoA reductase inhibition; purified E. faecalis HMGR, NADPH absorbance 340 nm kinetic; inhibition, % at 10 µM; 0.41% of 190,000 active;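 active means inhibition above a set limit, the median over all tested compounds plus 3 SD, cut at about 9.5% in these data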;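 further: enzyme runs in reverse so mevalonate oxidation gives rising NADPH absorbance; 0% = complete reaction with DMSO and 100% = background rate lacking mevalonate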
Hsp70 act – transcriptional activators of Hsp70. HeLa Hsp70 promoter luciferase reporter, luminescence; scaled: vehicle 0, proteasome-inhibitor control 100%. activation, % at 10 µM. 0.04% of 200,000 active;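 active means activation above the mean across all tested compounds plus 3 SD, cutoff set per campaign, cut at about 5.5% in these data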;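 further: 100% = MG132 at 30 µM as the positive control and 0% = DMSO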
STAT1 activator – increases IFN-gamma driven STAT1 reporter signal. activation (% of control), % at 5.5 µM. NIH 3T3 STAT1-luciferase reporter, luminescence; 100% = IFN-gamma alone, no compound. 2.6% of 200,000 active;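 active means activation above the screen-wide mean activation plus 3 SD, cut at about 130% in these data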;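 further: raw ratio to IFN-gamma control signal so 100% means no change and 0% no light; values of inactives mirror those of a sister screen read the other way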
DTT redox prof – compounds producing H2O2 with reducing agent – biochemical, NIH compound library profiling, artefact control for MLSCN library redox annotation, primary screen; AID 878; 0.03% of 200,000 active; DTT-dependent redox cycling H2O2, phenol red/HRP absorbance; 100% = 100 µM peroxide control, 0% = buffer; activation, % at 10 µM;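 active means activation of at least 50% relative to the plate's high and low controls in the primary single-dose screen; inactive means activation below 50%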;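 further: compound incubated with DTT at 0.8 mM final as the reducing agent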
APP 5'UTR act – APP 5'UTR luciferase reporter activation; SH-SY5Y APP 5'UTR luciferase reporter, luminescence; zero percent = DMSO vehicle wells; activation, % at 2 µM; 1% of 190,000 active; AID 1276;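 active means activation above a set limit, based on mean plus 3 SD of controls, cut at about 140% in these data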; further: values of inactives mirror those of a sister screen read the other way
STAT3 inh – STAT3 signaling inhibition | U3A cells, IL-6 STAT3-luciferase reporter, luminescence; host cell line lacks STAT1 | inhibition, % at 5.5 µM | 0.89% of 190,000 active | AID 862;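 active means inhibition above the mean inhibition across all screened compounds plus 3 SD, cut at about 44% in these data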;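 further: 0% = DMSO only wells and 100% = 100 µM nifuroxazide control wells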
STAT1 inh – inhibitors of IFN-gamma induced STAT1 signaling; inhibition, % at 5.5 µM; NIH 3T3 STAT1-luciferase reporter, luminescence; 0.35% of 200,000 active; AID 920;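 active means inhibition above a set limit, the mean inhibition across all tested compounds plus 3 SD, cut at about 34% in these data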;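 further: 0% = IFN-gamma with DMSO and 100% = IFN-gamma with 300 µM nifuroxazide; values of inactives mirror those of a sister screen read the other way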
STAT3 activator – increases IL-6 driven STAT3 reporter signal; 0.91% of 190,000 active; activation (% of control), % at 5.6 µM; AID 871; U3A cells, IL-6 STAT3-luciferase reporter, luminescence; 100% = signal with IL-6 EC80 alone;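 active means activation above the screen-wide mean of compound activation plus 3 SD, cut at about 130% in these data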;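 further: 0% = background luminescence of wells with medium and substrate only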
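Detection: reporter luminescence signal / Assay system: STAT1-lacking human U3A cells, STAT3 luciferase reporter / Incubation: compound pre-incubation 1 h before IL-6, then 6 h stimulation at 37 °C / Control set: IL-6-only high control / Read-out: % activation relative to IL-6 control / Probe or stimulus: Interleukin-6, 33 ng/mL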
NF-kB neuron act – compounds increasing NF-kB expression in human neuronal cells; 1.6% of 190,000 active; fold change at 12.5 µM; AID 1239; NF-kB reporter expression; hits give high values; in the data active means fold change above about 3.3
The depositor's hits bear a star.

What do the screens show for `O=C(COC(=O)c1ccc[n+]([O-])c1)Nc1c(Br)cc([N+](=O)[O-])cc1Br`?
TLR4 MyD88 comp: 1; Efa HMGR inh: 0; Hsp70 act: -0.1; STAT1 activator: 98; DTT redox prof: 0.4; APP 5'UTR act: -1; STAT3 inh: 5; STAT1 inh: 0; STAT3 activator: 103; NF-kB neuron act: 1.3

Results for Cc1cc(C)c2[nH]c(=O)c(C(c3nnnn3CC3CCCO3)N3CCC(C)CC3)cc2c1 (configuration not stated) ?
TLR4 MyD88 comp: -2; Efa HMGR inh: 1; Hsp70 act: 0.0; STAT1 activator: 102; DTT redox prof: 0.6; APP 5'UTR act: -13; STAT3 inh: 1; STAT1 inh: -4; STAT3 activator: 105; NF-kB neuron act: 0.96

Results for O=C(Nc1ccc2oc(-c3ccccc3)nc2c1)c1ccncc1 ?
TLR4 MyD88 comp: 6; Efa HMGR inh: 0; Hsp70 act: -0.1; STAT1 activator: 105; DTT redox prof: 1.4; APP 5'UTR act: 28; STAT3 inh: 46*; STAT1 inh: -6; STAT3 activator: 67; NF-kB neuron act: 1.1

How did Cc1c(C(=O)O)nn(-c2ccccc2)c(=O)c1C#N do in these assays?
TLR4 MyD88 comp: 1; Efa HMGR inh: -4; Hsp70 act: -0.3; STAT1 activator: 103; DTT redox prof: -0.6; STAT3 inh: 6; STAT1 inh: -3; STAT3 activator: 103; NF-kB neuron act: 1.1

What do the screens show for `O=C(O)C(Cc1ccccc1)NS(=O)(=O)c1ccc2c(c1)OCCO2` (configuration not stated)?
TLR4 MyD88 comp: 10; Efa HMGR inh: -3; Hsp70 act: -0.3; STAT1 activator: 100; DTT redox prof: 3.4; APP 5'UTR act: 11; STAT3 inh: 4; STAT1 inh: 0; STAT3 activator: 100; NF-kB neuron act: 1.1

Results for CC1=C(C#N)C(=O)OC(C)(C)C1 ?
TLR4 MyD88 comp: -3; Efa HMGR inh: -9; Hsp70 act: -0.5; STAT1 activator: 100; DTT redox prof: -1.1; APP 5'UTR act: -5; STAT3 inh: 4; STAT1 inh: 0; STAT3 activator: 102; NF-kB neuron act: 1.1

How did Cc1cc(C)n(-c2c(F)c(F)c(CN3CCCCC3)c(F)c2F)n1 do in these assays?
TLR4 MyD88 comp: -19; Efa HMGR inh: -14; Hsp70 act: -0.3; STAT1 activator: 106; DTT redox prof: 0.2; APP 5'UTR act: 54; STAT3 inh: 0; STAT1 inh: -7; STAT3 activator: 105; NF-kB neuron act: 1.1

What do the screens show for `O=C1CCCC(O)=C1C(C#Cc1ccccc1)C1=C(O)CCCC1=O`?
TLR4 MyD88 comp: 13; Efa HMGR inh: 0; Hsp70 act: -0.2; STAT1 activator: 108; DTT redox prof: -2.1; APP 5'UTR act: 6; STAT3 inh: 0; STAT1 inh: -7; STAT3 activator: 103; NF-kB neuron act: 1.1

Results for CC(=O)c1cc(-c2ccccc2)n(CCC(=O)NCc2cccs2)c1C ?
TLR4 MyD88 comp: 2; Efa HMGR inh: 0; Hsp70 act: -0.3; STAT1 activator: 93; DTT redox prof: 2.6; APP 5'UTR act: -12; STAT3 inh: -7; STAT1 inh: 7; STAT3 activator: 111; NF-kB neuron act: 1

What do the screens show for `O=C(CNC(=O)c1ccccc1)N/N=C/c1ccccc1Cl`?
TLR4 MyD88 comp: 0; Efa HMGR inh: 3; Hsp70 act: 0.1; STAT1 activator: 95; DTT redox prof: -0.2; APP 5'UTR act: 17; STAT3 inh: 22; STAT1 inh: 5; STAT3 activator: 88; NF-kB neuron act: 1.1

Results for COC(=O)C(C)N=Cc1ccccc1 (configuration not stated) ?
TLR4 MyD88 comp: 8; Efa HMGR inh: 5; Hsp70 act: -0.1; STAT1 activator: 101; DTT redox prof: -0.1; APP 5'UTR act: 31; STAT3 inh: 2; STAT1 inh: -1; STAT3 activator: 102; NF-kB neuron act: 1.2

How did CCSc1nnc(-c2ccc(S(=O)(=O)N3CCOCC3)cc2)n1CC1CCCO1 (configuration not stated) do in these assays?
TLR4 MyD88 comp: 10; Efa HMGR inh: 1; Hsp70 act: 0.1; STAT1 activator: 100; DTT redox prof: 2.1; APP 5'UTR act: 4; STAT3 inh: -6; STAT1 inh: 0; STAT3 activator: 110; NF-kB neuron act: 0.97

Results for OC(C#CCN1CCOCC1)(c1ccccc1)C1CCCCC1 (configuration not stated) ?
TLR4 MyD88 comp: -8; Efa HMGR inh: -4; Hsp70 act: -0.1; STAT1 activator: 96; DTT redox prof: 1.8; APP 5'UTR act: -4; STAT3 inh: 1; STAT1 inh: 4; STAT3 activator: 103; NF-kB neuron act: 1.1

How did O=C(/C=C/c1ccc(Cl)cc1)NC(=S)Nc1ccc(CN2CCOCC2)cc1 do in these assays?
TLR4 MyD88 comp: -7; Efa HMGR inh: 0; Hsp70 act: -0.3; STAT1 activator: 96; DTT redox prof: -0.2; APP 5'UTR act: 1; STAT3 inh: -7; STAT1 inh: 4; STAT3 activator: 106; NF-kB neuron act: 1.1

How did CCOc1cccc(N2C(=O)CC(n3cnc4ccccc43)C2=O)c1 (configuration not stated) do in these assays?
TLR4 MyD88 comp: 10; Efa HMGR inh: 2; Hsp70 act: -0.3; STAT1 activator: 98; DTT redox prof: 2.1; APP 5'UTR act: 18; STAT3 inh: 6; STAT1 inh: 2; STAT3 activator: 98; NF-kB neuron act: 1.3

How did CCCCC(=O)NC(=S)Nc1ccc(Cl)c(C(=O)O)c1 do in these assays?
TLR4 MyD88 comp: -3; Efa HMGR inh: -5; Hsp70 act: -0.1; STAT1 activator: 96; DTT redox prof: 0.3; APP 5'UTR act: 26; STAT3 inh: 0; STAT1 inh: 3; STAT3 activator: 102; NF-kB neuron act: 1.3

What do the screens show for `CSc1nc(-c2ccccc2)nc(NC(=O)c2ccccc2)c1C(C)=O`?
TLR4 MyD88 comp: 0; Efa HMGR inh: 3; Hsp70 act: -0.1; STAT1 activator: 92; DTT redox prof: 0.6; APP 5'UTR act: -19; STAT3 inh: 20; STAT1 inh: 9; STAT3 activator: 89; NF-kB neuron act: 1.1

What do the screens show for `Cc1c2c(nc3nc4ccccc4n13)CC(C)(C)CC2=O`?
TLR4 MyD88 comp: -1; Efa HMGR inh: -4; Hsp70 act: -0.3; STAT1 activator: 102; DTT redox prof: 2.0; APP 5'UTR act: -4; STAT3 inh: 13; STAT1 inh: -2; STAT3 activator: 92; NF-kB neuron act: 1.4

Results for COc1ccc(C(=O)OCC(=O)c2c(N)n(C)c(=O)n(C)c2=O)cc1OC ?
TLR4 MyD88 comp: 1; Efa HMGR inh: 0; Hsp70 act: 0.2; STAT1 activator: 98; DTT redox prof: -2.1; APP 5'UTR act: 7; STAT3 inh: 1; STAT1 inh: 3; STAT3 activator: 99; NF-kB neuron act: 1.1

What do the screens show for `O=C(COC(=O)COc1cccc2ccccc12)NCC(F)(F)F`?
TLR4 MyD88 comp: -2; Efa HMGR inh: -2; Hsp70 act: -0.2; STAT1 activator: 97; DTT redox prof: -0.4; APP 5'UTR act: 14; STAT3 inh: -14; STAT1 inh: 5; STAT3 activator: 117; NF-kB neuron act: 1.5

How did N#Cc1ccc(-c2ccc(F)cc2)nc1Sc1ccccc1 do in these assays?
TLR4 MyD88 comp: -4; Efa HMGR inh: 3; Hsp70 act: -0.2; STAT1 activator: 98; DTT redox prof: -3.4; APP 5'UTR act: 3; STAT3 inh: 8; STAT1 inh: 2; STAT3 activator: 100; NF-kB neuron act: 0.93

Results for CCOC(=O)c1c(O)c2ccccc2n(CC)c1=O ?
TLR4 MyD88 comp: -6; Efa HMGR inh: 2; Hsp70 act: 0.6; STAT1 activator: 107; DTT redox prof: -1.5; APP 5'UTR act: 0; STAT3 inh: -2; STAT1 inh: -8; STAT3 activator: 103; NF-kB neuron act: 1.3

What do the screens show for `O=C(c1ccc(Cl)c(Cl)c1)c1cc(-c2ccccn2)c(N2CCOCC2)s1`?
TLR4 MyD88 comp: 22; Efa HMGR inh: 0; Hsp70 act: -0.2; STAT1 activator: 101; DTT redox prof: -7.7; APP 5'UTR act: 2; STAT3 inh: 15; STAT1 inh: -2; STAT3 activator: 90; NF-kB neuron act: 0.65

Results for COc1ccc(C(=O)C2CCCN(Cc3cnc(N4CCOCC4)s3)C2)c(OC)c1 (configuration not stated) ?
TLR4 MyD88 comp: -8; Efa HMGR inh: -6; Hsp70 act: -0.2; STAT1 activator: 92; DTT redox prof: 0.2; APP 5'UTR act: -25; STAT3 inh: 13; STAT1 inh: 8; STAT3 activator: 93; NF-kB neuron act: 1.3

What do the screens show for `CCOC(=O)c1cnc(SC)nc1NCCOC`?
TLR4 MyD88 comp: -7; Efa HMGR inh: -4; Hsp70 act: -0.2; STAT1 activator: 97; DTT redox prof: -0.5; APP 5'UTR act: -13; STAT3 inh: -3; STAT1 inh: 3; STAT3 activator: 111; NF-kB neuron act: 1.2

What do the screens show for `Cc1ccc2nc(-c3ccc(N4C(=O)CC(N5CCN(CCO)CC5)C4=O)cc3)sc2c1` (configuration not stated)?
TLR4 MyD88 comp: 3; Efa HMGR inh: 1; Hsp70 act: -0.1; STAT1 activator: 120; DTT redox prof: 1.4; APP 5'UTR act: 46; STAT3 inh: -11; STAT1 inh: -23; STAT3 activator: 109; NF-kB neuron act: 1.1

What do the screens show for `C=CCn1cnc2scc(-c3ccc(CC)cc3)c2c1=O`?
TLR4 MyD88 comp: -5; Efa HMGR inh: -6; Hsp70 act: -0.3; STAT1 activator: 103; DTT redox prof: -0.1; APP 5'UTR act: 2; STAT3 inh: -3; STAT1 inh: -2; STAT3 activator: 102; NF-kB neuron act: 0.83

What do the screens show for `O=C(NCc1cccs1)C(Cc1ccccc1)NS(=O)(=O)c1cccs1` (configuration not stated)?
TLR4 MyD88 comp: 4; Efa HMGR inh: -2; Hsp70 act: -0.2; STAT1 activator: 104; DTT redox prof: 2.2; APP 5'UTR act: 8; STAT3 inh: -3; STAT1 inh: -5; STAT3 activator: 105; NF-kB neuron act: 1.3

How did CCCS(=O)(=O)N1CCN(S(=O)(=O)c2ccc(F)cc2)CC1 do in these assays?
TLR4 MyD88 comp: -5; Efa HMGR inh: 7; Hsp70 act: -0.4; STAT1 activator: 105; DTT redox prof: 2.6; APP 5'UTR act: 9; STAT3 inh: 4; STAT1 inh: -5; STAT3 activator: 101; NF-kB neuron act: 0.87

3 structures already listed, arranged by number of heavy atoms, highest first:
Results for COc1ccc(C(=O)OCC(=O)c2c(N)n(C)c(=O)n(C)c2=O)cc1OC ?
TLR4 MyD88 comp: 1; Efa HMGR inh: 0; Hsp70 act: 0.2; STAT1 activator: 98; DTT redox prof: -2.1; APP 5'UTR act: 7; STAT3 inh: 1; STAT1 inh: 3; STAT3 activator: 99; NF-kB neuron act: 1.1

What do the screens show for `CSc1nc(-c2ccccc2)nc(NC(=O)c2ccccc2)c1C(C)=O`?
TLR4 MyD88 comp: 0; Efa HMGR inh: 3; Hsp70 act: -0.1; STAT1 activator: 92; DTT redox prof: 0.6; APP 5'UTR act: -19; STAT3 inh: 20; STAT1 inh: 9; STAT3 activator: 89; NF-kB neuron act: 1.1

What do the screens show for `O=C1CCCC(O)=C1C(C#Cc1ccccc1)C1=C(O)CCCC1=O`?
TLR4 MyD88 comp: 13; Efa HMGR inh: 0; Hsp70 act: -0.2; STAT1 activator: 108; DTT redox prof: -2.1; APP 5'UTR act: 6; STAT3 inh: 0; STAT1 inh: -7; STAT3 activator: 103; NF-kB neuron act: 1.1
